Screening results as filed in PubChem.
PNC assembly inh – perinucleolar compartment assembly inhibition | PC3M PTB-GFP, PNC prevalence imaging, 16 h; active compounds read low | activity change (PNC), negative = inhibition, % at 10 µM | 3.1% of 140,000 active;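 active = readout at or below -70, meaning at least 70% loss of cells showing the perinucleolar compartment, a nuclear body marking cancer cells; inconclusive = readout between -30 and a set limit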;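 also: plate controls were DMSO wells for no effect and camptothecin positive control wells for full effect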
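Compounds are pinned in duplicate onto adhered PC3M cells stably expressing GFP-tagged PTB and incubated 16 h at 37 C. Cells are then fixed, nuclei stained with Hoechst, and PNC-positive cells counted.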
12-hLO inh – inhibitors of human 12-lipoxygenase (ALOX12); P18054; purified 12-hLO, xylenol orange hydroperoxide absorbance; Potency, µM (doses to about 57.1 µM), without a hit: top-dose activity change, negative = inhibition, hits mostly inhibitors; 0.12% of 150,000 active; AID 1452; also: potency is read from the fitted curve at half-maximal effect; nearly all actives have a fitted effect of over 55% in size; many of its hits are not listed in these tables
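150 nM 12hLO, 25 mM Hepes pH 7.0 + 0.01% Triton X-100; cpd preinc 15 min RT; 40 uM arachidonic acid, 30 min RT; Fe-XO 30 min; A573/A405 ratio as read-out.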
IMPase cell inh – IMPase inhibition in cells; P97697; CHO-M1 cells, IP1 accumulation, HTRF TR-FRET ratio; inhibition (IP1 accumulation), % at 46.1 µM; 120,000 tested, under 10 active; active = well fitted curve in the direction sought with a large enough effect in the signal ratio, not every such curve was filed as active; inconclusive = small, poorly fitted or top-dose-only effect, or a change in a side signal; inactive = no such curve, though single readings can be large or run the other way; the % refers to the signal ratio;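 also: cells stimulated with carbachol in lithium chloride buffer; plate controls were DMSO basal wells for no effect and reference inhibitor wells for full effect; higher means more IMPase inhibition seen as more IP1 and lower FRET ratio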
Target sequence (P97697 whole entry, looked up): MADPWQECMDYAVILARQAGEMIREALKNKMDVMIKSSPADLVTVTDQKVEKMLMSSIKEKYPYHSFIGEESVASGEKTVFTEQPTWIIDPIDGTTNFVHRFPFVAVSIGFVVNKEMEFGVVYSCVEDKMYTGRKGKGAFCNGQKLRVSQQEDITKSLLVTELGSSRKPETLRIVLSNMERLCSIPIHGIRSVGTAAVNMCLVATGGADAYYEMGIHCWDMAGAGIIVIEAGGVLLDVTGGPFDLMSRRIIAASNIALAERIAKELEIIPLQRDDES
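Cellular IMPase inhibition is scored as a rise in cytosolic IP1, detected by competitive TR-FRET between d2-labelled IP1 and a europium anti-IP1 antibody. M1-expressing CHO cells were stimulated with carbachol for 30 min at 37C, with lithium (50 mM LiCl) present in the buffer.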
15-hLO-2 inh – blocks human 15-lipoxygenase 2 activity | purified 15hLO-2, xylenol orange hydroperoxide absorbance | Potency, µM (doses to about 57.1 µM), without a hit: top-dose activity change, negative = inhibition, most hits filed as inhibitors | AID 881 | O15296 | 0.56% of 110,000 active; also: potency is read from the fitted curve at half-maximal effect; nearly all actives have a fitted effect of over 60% in size; many of its hits are not listed in these tables
Target sequence (O15296 whole entry, looked up): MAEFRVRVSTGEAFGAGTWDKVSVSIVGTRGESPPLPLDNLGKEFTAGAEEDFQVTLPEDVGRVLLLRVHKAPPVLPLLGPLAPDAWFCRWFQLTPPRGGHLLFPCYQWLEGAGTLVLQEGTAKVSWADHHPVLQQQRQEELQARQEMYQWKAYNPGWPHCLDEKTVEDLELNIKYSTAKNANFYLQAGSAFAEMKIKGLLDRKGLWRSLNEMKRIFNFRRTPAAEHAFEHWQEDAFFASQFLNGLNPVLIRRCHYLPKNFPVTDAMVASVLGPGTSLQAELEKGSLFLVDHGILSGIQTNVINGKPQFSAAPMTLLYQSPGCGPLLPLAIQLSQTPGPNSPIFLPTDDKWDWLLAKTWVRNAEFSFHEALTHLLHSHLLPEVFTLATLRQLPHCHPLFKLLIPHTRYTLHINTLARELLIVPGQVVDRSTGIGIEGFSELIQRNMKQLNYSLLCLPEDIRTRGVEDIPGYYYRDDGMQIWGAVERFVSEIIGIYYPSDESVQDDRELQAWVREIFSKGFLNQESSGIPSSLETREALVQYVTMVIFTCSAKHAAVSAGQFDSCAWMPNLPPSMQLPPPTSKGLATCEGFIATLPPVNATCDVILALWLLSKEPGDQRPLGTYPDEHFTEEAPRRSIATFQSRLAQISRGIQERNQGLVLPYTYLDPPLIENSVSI
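Purified human 15hLO-2 (50 nM) preincubated 15 min with compound, then 45 uM arachidonic acid for 90 min at RT in 25 mM Hepes pH 7.5, 0.01% Triton X-100. Hydroperoxide detected by Fe-xylenol orange; 573/405 nm absorbance ratio.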
* hit, by the source's call; u = inconclusive; x = not tested or not shown; [ ] = remark or other dose. Unless noted, calls follow the shape of the dose curve; as a rule, active = well fitted curve in the direction sought with a large enough effect; inconclusive = small, poorly fitted or top-dose-only effect, or another doubt; inactive = no such curve, though single readings can be large; an effect the other way counts as inactive or inconclusive. Unless noted, % is scaled to controls: 0 for no effect and ±100 for the full control effect.

SMILES	PNC assembly inh	12-hLO inh	IMPase cell inh	15-hLO-2 inh
Cc1ccc(CNC(=O)CSc2nnnn2C)cc1	-7.5	-0.6%	-1.6	-9.4%
Cc1cc(C(=O)CSc2nc(N)cc(=O)[nH]2)c(C)n1CCc1ccc(Cl)cc1	1.5	9.5%	7.6	-9.2%
CN(C)c1ccc(C(=O)OCC(=O)Nc2ccc(S(N)(=O)=O)cc2)cc1	7.9	-3.0%	9.1	1.9%
CCC(CC)C(=O)Nc1nnc(-c2cccs2)s1	7.9	-6.5%	-0.7	-4.7%
CN(CCOC(=O)c1ccc2c(c1)OCCO2)C(C)(C)C	16.5	-2.2%	0.1	x
CCCc1nnc(NC(=O)CCC(=O)N2CCCCCC2)s1	-12.3	-7.6%	u	-8.2%
O=C(Cn1cc2c(n1)CCCCC2)NC1CCCCCC1	62.3	0.5%	-1.5	x
FC(F)(F)c1ccc(N2CCOCC2)c(NC2=NCCCCC2)c1	8.9	-1.6%	2.4	4.8%
COc1ccc(CCNC(=O)C(=O)NCC2OCCN2S(=O)(=O)c2ccc(Br)cc2)cc1OC (configuration not stated)	80.3	-4.0%	x	x
CN=C(Nc1cc(C)nn1-c1ccccc1)c1ccc(F)cc1	10.3	-2.4%	-0.8	-1.6%
CC(C)CNc1nc(N)[nH]c(=O)c1NC=O	x	3.8%[11.4 µM]	x	-2.7%[11.4 µM]
COc1ccc(N2CCN(C(c3nnnn3CCc3ccccc3)C(C)C)CC2)cc1 (configuration not stated)	21.6	-5.8%	2.0	-2.1%
CC(Oc1cccc(Cl)c1)C(=O)NCCCCc1ccccc1 (configuration not stated)	-15.1	-7.3%	4.6	x
C/C=C1/NN(CCCN2CCN(c3cccc(Cl)c3)CC2)C(=O)N1CCOc1ccccc1	x	0.7%[0.00818 µM]	x	50.3%[activator][0.0915 µM]
CC1(C)CC(=O)C(CCCN2C(=O)c3ccccc3C2=O)C(=O)C1	8.7	-0.9%	0.9	-7.0%
COC(=O)C(C)N(C#N)c1nc(C)cc(C)n1 (configuration not stated)	53.9	0.9%	1.2	-3.5%
CCOC(=O)CC1=CC(=O)Nc2ccccc2N1	6.6	1.8%	-2.3	-0.7%
CC(C)COC(=O)n1ccc(C(=O)N2CCCCC2)n1	-23.8	-3.6%	6.7	9.9%
CCc1nnc(NC(=O)CSc2nnc(-c3ccncc3)n2C)s1	-100.0*	-0.9%	-1.2	x
CCC(=O)Nc1ccccc1C(=O)OCc1ccc(C(=O)c2ccccc2)cc1	3.7	-2.2%	4.9	19.1%
Cc1ccccc1C(=O)NNc1ccc([N+](=O)[O-])cc1	1.2	-12.2%	18.7	u
N#Cc1nc(-c2ccco2)oc1N1CCOCC1	u	-3.7%	1.8	-0.3%
COc1ccc(NC2=C(c3ccc(OC)cc3)C(=O)c3ccccc32)cc1	u	-1.5%	x	x
CC(=O)c1ccc2c3c(ccc(O)c13)CC2	u	-23.1%	-8.7	-29.9%
O=C(NCNC(=O)c1ccccc1)c1ccccc1	21.9	-3.3%	-2.8	-4.3%
O=C(O)COc1ccc2c(-c3ccccc3)cc(=O)oc2c1	u	5.5%	5.9	-3.8%
CCCC1Nc2ccc(C(=O)O)cc2C2C=CCC12 (configuration not stated)	u	-7.6%	x	x
COc1cccc(-c2nc(CS(=O)(=O)CC(=O)N3CCc4ccccc43)c(C)o2)c1	-26.6	-7.5%	-1.8	6.2%
Cc1cc(N2C(=O)C3C4c5ccccc5C(c5ccccc54)C3C2=O)no1 (configuration not stated)	11.8	-4.0%	-3.0	-2.4%
CCN(CC)CCn1c(-c2ccccc2)nc(=S)c2c1CC(C)(C)OC2	11.6	5.4%	1.7	-0.8%
COc1ccccc1-c1cncnc1-n1ccnc1	x	-4.4%	x	2.9%
Cc1ccc(OCC(=O)OCc2c(C)noc2C)cc1C	16.2	-2.9%	-0.4	2.4%
COc1ccc2oc(C(=O)C3CC3)c(N)c2c1	28.4	-13.8%	4.9	3.4%
COc1ccc(C(C(=O)NC2CCCCC2)N(C(=O)c2sc(C)nc2C)c2ccc(OC)cc2)cc1 (configuration not stated)	-28.6	-0.5%	-1.3	-0.2%
Cc1ccc(S(=O)(=O)Nc2ccc(NC(=O)Nc3ccc(F)cc3F)cc2)cc1	-16.6	-29.6%	-2.7	x
Cc1ccccc1-n1cnc2cc(NCc3cccs3)ccc21	-9.8	4.5%	11.1	53.8%[activator]
Cc1cccc(NC(=O)c2oc3ccc(S(=O)(=O)N4CCOCC4)cc3c2C)c1C	-0.3	-5.2%	-11.3	-3.3%
O=C(CS(=O)(=O)Cc1ccccc1)Nc1ccc(S(=O)(=O)N2CCCCCC2)cc1	9.3	-5.0%	0.0	-10.1%
Cc1nonc1NC(=O)N1CCCC1	34.0	-0.1%	-0.2	x
O=C(CSc1nnc(C23CC4CC(CC(C4)C2)C3)o1)Nc1ccc(N2CCOCC2)c(Cl)c1	u	2.2%	1.0	1.5%

Ordered by SMILES length (lowest first): some entries from above
SMILES	PNC assembly inh	12-hLO inh	IMPase cell inh	15-hLO-2 inh
CC(=O)c1ccc2c3c(ccc(O)c13)CC2	u	-23.1%	-8.7	-29.9%
Cc1ccccc1C(=O)NNc1ccc([N+](=O)[O-])cc1	1.2	-12.2%	18.7	u
COc1ccc(NC2=C(c3ccc(OC)cc3)C(=O)c3ccccc32)cc1	u	-1.5%	x	x
Cc1cc(N2C(=O)C3C4c5ccccc5C(c5ccccc54)C3C2=O)no1 (configuration not stated)	11.8	-4.0%	-3.0	-2.4%
O=C(CS(=O)(=O)Cc1ccccc1)Nc1ccc(S(=O)(=O)N2CCCCCC2)cc1	9.3	-5.0%	0.0	-10.1%

(cont.)
SMILES	PNC assembly inh	12-hLO inh	IMPase cell inh	15-hLO-2 inh
COc1ccc(OC)c(C(c2nnnn2CCC(C)C)N2CCN(C(=O)c3ccco3)CC2)c1 (configuration not stated)	7.9	-6.7%	8.7	1.0%
CCN(CC)CCOc1ccc2c(c1)C(=O)c1cc(OCCN(CC)CC)ccc1-2	x	-2.0%	x	0.0%
COc1cccc(OC(=O)CSc2nnc(-c3ccccc3Br)o2)c1	32.7	-3.2%	-5.8	-6.9%
COc1ccc(/C=N/n2c(-c3n[nH]c4c3CCC4)n[nH]c2=S)cc1OC	15.3	-0.8%	x	x
O=C(OC1CCOC1=O)c1ccc2ccccc2n1 (configuration not stated)	7.7	1.2%	-0.8[1.84 µM]	2.6%[11.4 µM]
O=S(=O)(c1ccc(Cl)cc1)N1CCN(C2CCCCCC2)CC1	-5.7	3.4%	18.6	57.5%[activator]
CCOc1cc(NS(=O)(=O)c2ccc(NC(C)=O)cc2)c(OCC)cc1NC(=O)c1cccs1	u	-2.7%	x	x
CCS(=O)(=O)N1CCC(NC(C)=O)(c2ccccc2)CC1	0.5	5.3%	-6.0	-7.8%
COc1ccc2nc(SCC(=O)O)nc(C)c2c1	u	8.6%	5.0	-5.5%
CC(C)(C)NS(=O)(=O)c1ccc(N2C(=O)c3ccccc3C2=O)cc1	-29.0	3.8%	-0.9	-1.7%
Cc1cc(C)n(-c2ccc(C(=O)OCC(=O)c3c(N)n(C)c(=O)n(C)c3=O)cc2)n1	13.8	-2.9%	-0.6	-9.4%
C=CCC(C)(NCc1ccccc1)c1ccc(C)cc1 (configuration not stated)	52.0	-3.9%	x	x
CCc1ccccc1NC(=O)c1cccs1	1.5	-1.8%	1.1	-2.3%
COc1cccc(CNC(=O)C2CCN(S(=O)(=O)c3ccccc3)CC2)c1	31.5	-1.6%	3.2	-1.9%
O=C(Cn1c(=O)oc2ccccc21)Nc1nc(-c2ccccc2)cs1	-24.2	6.4%	13.2	5.3%
COC(=O)Cc1c(C)c2ccc(OCC(=O)NCc3ccc4c(c3)OCO4)cc2oc1=O	5.0	-10.7%	-5.0	-0.4%
O=C(NNc1cccc(Cl)n1)c1cccnc1Cl	-24.3	3.8%	x	x
CC1=C(OC(=O)c2ccc(Br)cc2)C(C)(C)C(c2ccccc2)OC1=O (configuration not stated)	u	6.8%	-0.4	-4.0%
COCCNC(=O)C(c1ccc(C)o1)N(C(=O)c1snc(C(N)=O)c1N)c1cc(C)cc(C)c1 (configuration not stated)	0.9	-4.3%	9.5	-5.1%
CCOC(=O)CC(=O)CSc1nc2ccccc2c(=O)n1-c1ccc(C(=O)N2CCOCC2)cc1	-14.4	8.8%	7.0	-4.2%
CCCc1cc(C(=O)OC)c(NC(=O)c2cc(C)on2)s1	-87.3*	7.1%	-9.6	x
COCC(C)NCc1ccc(C)cc1C (configuration not stated)	26.8	-1.3%	8.1	1.0%
c1ccc(C2=Nn3c(nnc3-c3ccccn3)SC2)cc1	3.6	2.0%	9.9	-5.2%
COC(=O)C1C(=O)c2c([nH]c(C(=O)OCC3CCCO3)c2C)CC1C (configuration not stated)	12.7	-1.6%	-0.7	-1.9%
O=S(=O)(NCC1CCCO1)c1cccc(S(=O)(=O)N2CCCC2)c1 (configuration not stated)	-6.9	-0.1%	5.0	-4.5%
O=C(COC(=O)CCC1CCCC1)Nc1ccc(Cl)cn1	-4.7	6.2%	2.2	7.4%
CCOC(=O)N1CCC(NC(=O)C(NC(=O)C2CCC(C)CC2)C(C)CC)CC1 (configuration not stated)	u	5.1%	4.3	6.0%
CCc1c(C)nc2ncnn2c1NCCc1ccc(OC)c(OC)c1	4.7	2.3%	12.6	x
C/C=C(\C)CN1CCN(c2ccccc2)CC1	-17.2	3.7%	0.4	3.1%
CCOC(=O)c1sc(NC(=O)C(CC)OC(=O)C(CC(C)C)NC(=O)c2ccccc2)nc1C (configuration not stated)	41.7	-4.0%	6.6	26.4%
CCN1CCCC1CNC(=O)COc1cc(=O)n(C)c2ccccc12 (configuration not stated)	-17.7	0.1%	1.7	0.7%
N=c1scc(-c2ccccc2)n1/N=C/c1ccco1	42.8	-7.3%	-11.2	x
Cc1ccc(-c2nc(-c3cccnc3)sc2CC(=O)Nc2ccc3nc(C)sc3c2)cc1	u	-5.6%	x	x
CC(C)CC(=O)Nc1sc2c(c1C#N)CC(C)(C)NC2(C)C	10.8	3.6%	8.2	20.9%
COc1cc(C2N(c3ccc(F)cc3)C(=O)C3CCCN32)cc(OC)c1OC (configuration not stated)	7.5	1.1%	-0.3	3.5%
O=C1CS/C(=N/N=C/c2ccccc2OS(=O)(=O)c2ccccc2)N1	u	-3.4%	x	x
CCOC(=O)Cc1csc(NC(=O)c2ccc(NC(C)=O)cc2)n1	49.9	2.1%	-5.9	x
O=C(Nc1nccs1)c1ccc(Br)c(S(=O)(=O)N2CCOCC2)c1	9.3	15.3%	3.7	x
C=CCn1sc(N)c(C(=O)OCC)c1=S	-28.1	-6.4%	-4.3	-11.4%
CCC(c1nnc(SCC(=O)Nc2ccc(Cl)cc2C(F)(F)F)n1C1CCCCC1)N(C)C (configuration not stated)	16.8	4.4%	1.6	x
Nc1ccc(C(=O)N/N=C2\CCCc3c2[nH]c2ccccc32)cc1	-23.0	0.1%	4.9	2.0%
CC(C)(C)C1=Nn2c(nnc2-c2ccccc2F)SC1	12.3	1.0%	8.2	-5.4%
O=C(CN1C(=O)C2CC=CCC2C1=O)Nc1nnc(SCc2ccc(Cl)cc2)s1 (configuration not stated)	u	-11.4%	-0.3	-14.4%
O=C(N[C@@H](Cc1ccccc1)C(=O)CCl)OCc1ccccc1	x	-3.7%	9.0	-16.6%
CCOC(=O)c1ccc(Oc2nc(N(C)C)nc(N(C)C)n2)cc1	5.9	-6.1%	-1.0	3.8%
COc1ccc2nc(N3CCCCC3)c(C#N)cc2c1	-13.2	-26.9%	-3.0	2.9%
Cc1csc(SCC(=O)Nc2ccc(S(=O)(=O)N3CCCC3)cc2)n1	15.2	0.9%	-3.8	-2.9%
CCN(CC)c1ccc(C2CC(=O)Nc3cc(OC)c(OC)cc32)cc1 (configuration not stated)	28.4	-5.4%	9.4	-7.7%
Cc1ccc(Nc2nnc(SCC(=O)Nc3cccc(S(=O)(=O)NC4=NCCCCC4)c3)s2)c(C)c1	20.4	0.9%	x	x

An excerpt; the hit share may differ from the screen's.
